Assay outcomes: PubChem BioAssay, several laboratories
Runt-CBFb FRET: inhibitors of RUNX1 Runt–CBFb binding, primary screen, biochemical, FRET, Cerulean-Runt, Venus-CBFb, uHTS. Cerulean-Runt/Venus-CBFb FRET ratio 530/480, 1 h. inhibition, % at 20 µM. hit rate 0.46% among 220,000;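 active = inhibition over about 50% at 20 µM in the single-dose screen, limit read from the data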;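 note: 0% = DMSO wells and 100% = excess unlabeled CBFb competitor control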
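System: Cerulean-labeled Runt domain protein | Quantity: 100 nM of each labeled protein | Schedule: 1 h compound exposure, room temperature | Detection: Fluorescence energy transfer, 422 nm excitation, 530/480 nm emission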
14-3-3 Bad PPI: inhibitors of 14-3-3 zeta/Bad binding, primary screen, biochemical, TR-FRET, bovine 14-3-3 zeta; TR-FRET 14-3-3zeta/Dy647-pBad peptide displacement, 1 h; inhibition, % at 21.7 µM; AID 781, 2007; 14-3-3 protein zeta/delta (Bos taurus), P63103; hit rate 0.71% among 220,000;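 active = inhibition above about 70%, limit read from the data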;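 note: 0% = full 14-3-3 plus peptide FRET controls and 100% = background without 14-3-3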
FXIIa inh 1536: human FXIIa protease inhibitors, primary screen, biochemical, 1536-well. purified FXIIa, Boc-QGR-AMC fluorogenic substrate, 2 h. inhibition, % at 5 µM. hit rate 0.3% among 220,000. AID 800, 2007; in the data active = inhibition above about 40%;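 note: 0% = enzyme with no compound and 100% = blank without enzyme; many of its hits are not listed in these tables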
FXIa inh: human FXIa protease inhibitors, primary screen, biochemical, 1536-well. purified FXIa, Boc-Glu-Ala-Arg-AMC fluorogenic substrate. inhibition, % at 5 µM. hit rate 0.14% among 220,000. AID 798, 2007;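 active = inhibition of at least 40%; inactive = inhibition below 40%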;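 note: fluorescence of freed AMC excited at 355 nm; 0% = enzyme without compound and 100% = no enzyme blank; many of its hits are not listed in these tables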
Wee1 degr inh: Wee1 degradation inhibitors, primary screen, cell-based, HeLa, Wee1K328M-luciferase, luminescence. Wee1-like protein kinase (Homo sapiens), P30291. HeLa Luc-Wee1K328M stability; 100% = proteasome inhibitor MG132 effect. reporter increase, % at 5 µM. hit rate 1.2% among 220,000. AID 1321, 2008;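 active = activation above the mean of all tested compounds plus 3 SD, set per screening run, cut at about 8.8% in these data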;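 note: cells exposed to compound for 20 h before luminescence read; 0% = DMSO alone and 100% = MG132 at 30 µM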
Target sequence (P30291 whole entry K328M): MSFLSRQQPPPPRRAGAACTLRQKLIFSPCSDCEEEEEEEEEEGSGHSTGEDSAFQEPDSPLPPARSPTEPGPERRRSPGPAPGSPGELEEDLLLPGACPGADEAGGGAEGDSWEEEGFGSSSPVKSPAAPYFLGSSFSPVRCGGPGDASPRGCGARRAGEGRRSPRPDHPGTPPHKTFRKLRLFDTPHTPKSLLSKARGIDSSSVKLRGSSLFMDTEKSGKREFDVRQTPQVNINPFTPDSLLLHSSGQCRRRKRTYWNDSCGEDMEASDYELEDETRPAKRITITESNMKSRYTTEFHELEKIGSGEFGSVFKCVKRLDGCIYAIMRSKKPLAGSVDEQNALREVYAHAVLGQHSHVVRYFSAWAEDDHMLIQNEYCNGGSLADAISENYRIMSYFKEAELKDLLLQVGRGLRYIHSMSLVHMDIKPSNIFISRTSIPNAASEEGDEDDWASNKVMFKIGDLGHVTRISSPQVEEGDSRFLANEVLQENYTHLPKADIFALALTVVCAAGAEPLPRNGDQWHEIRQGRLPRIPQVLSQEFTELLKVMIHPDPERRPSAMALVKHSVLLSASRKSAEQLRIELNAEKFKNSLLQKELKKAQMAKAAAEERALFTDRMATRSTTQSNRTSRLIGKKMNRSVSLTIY
Hck-Nef inh: inhibitors of Nef-activated human Hck kinase, primary screen, biochemical, Z-Lyte FRET, 384-well, Hck-YEEI; Recombinant Hck-YEEI plus Nef, Z-Lyte FRET kinase assay; inhibition, % at 20 µM; hit rate 0.68% among 220,000;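 active = Hck-Nef kinase inhibition above about 50%, limit read from the data; inactive = inhibition below that limit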;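 note: 0% = DMSO with Hck plus Nef and 100% = Hck alone without Nef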
thrombin 1536: human alpha-thrombin inhibitors, primary screen, counter-screen for coagulation protease inhibitor project, biochemical, 1536-well, fluorogenic AMC substrate | Boc-VPR-AMC fluorogenic substrate cleavage | hit rate 0.26% among 220,000 | Prothrombin (Homo sapiens), P00734 | inhibition, % at 5 µM;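 active = inhibition at or above 40%; inactive = inhibition below 40%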;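 note: 0% = enzyme with no compound and 100% = wells without enzyme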
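System: human alpha-thrombin protein; Compound dosing: one concentration per compound, 5 µM, with 0.2% DMSO; Timing: reaction at room temperature; Technique: AMC fluorescence, 355/460 nm; Controls: enzyme without compound as high, wells lacking enzyme as low.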
Runt-SMMHC FRET: inhibitors of RUNX1 Runt–CBFb-SMMHC binding, primary screen, biochemical, FRET, Cerulean-Runt, Venus-CBFb-SMMHC, uHTS; Runt-related transcription factor 1 (Homo sapiens) + Core-binding factor subunit beta …; Cerulean-Runt/Venus-CBFb-SMMHC FRET ratio 530/480, 1 h; inhibition, % at 20 µM; hit rate 0.74% among 220,000;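 active = mean inhibition across duplicate retests at 20 µM reaching about 50%, limit read from the data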;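 note: 0% = DMSO wells and 100% = wells with excess untagged CBFb-SMMHC; inhibitors lower the FRET ratio by blocking Runt binding to CBFb-SMMHC; some results filed as inactive read as strong as hits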
hK5 inh: human KLK5 protease inhibitors, primary screen, biochemical, 1536-well; AID 873, 2007; Kallikrein-5 (Homo sapiens), Q9Y337; inhibition, % at 5 µM; recombinant hK5, fluorogenic AMC substrate cleavage; hit rate 0.59% among 210,000;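 active = inhibition of 40% or more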;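 note: 0% = enzyme controls without compound and 100% = no-enzyme blanks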
Target sequence (Q9Y337 67-293 limits assumed): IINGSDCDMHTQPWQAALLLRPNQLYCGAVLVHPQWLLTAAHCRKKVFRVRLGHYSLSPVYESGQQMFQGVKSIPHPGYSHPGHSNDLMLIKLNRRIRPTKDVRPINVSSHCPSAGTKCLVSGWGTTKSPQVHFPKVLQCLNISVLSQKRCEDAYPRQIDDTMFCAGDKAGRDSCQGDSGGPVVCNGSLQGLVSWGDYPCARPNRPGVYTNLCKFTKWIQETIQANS
Active calls of the source: *; nt = no result given; [ ] = dose if it differs, or a comment.

SMILES	Runt-CBFb FRET	14-3-3 Bad PPI	FXIIa inh 1536	FXIa inh	Wee1 degr inh	Hck-Nef inh	thrombin 1536	Runt-SMMHC FRET	hK5 inh
CCCNC(=O)c1cccc(COCC(F)(F)C(F)F)c1	2	-1	-1	6	-1	14	6	0	0
S=C(NCCCN1CCOCC1)N1CCOCC1	-1	0	4	1	1	18	-2	1	2
Cc1cc(=O)n2[nH]c(-c3ccccc3Cl)cc2n1	nt	-13[fluorescence artefact?]	-9	-7	5	0	-6	-2	1
O=C(COC(=O)[C@@H]1CC(O)CN1S(=O)(=O)c1ccc2c(c1)OCCO2)Nc1ccccc1F (stereo partly drawn)	0	-5	9	-7	-1	16	-25	-5	0
CC(C)c1nc2sc3c(=O)[nH]cnc3c2c2c1CCC2	-3	3[fluorescence artefact?]	5	6	-2	3	-6	2	-10
Cc1cc2nnc(SC3CCCCN(C(=O)c4ccc(F)cc4)C3=O)n2c2ccccc12 (stereo not drawn)	-11	6	15	8	3	0	2	2	7
CS(=O)(=O)N(CC(=O)NCC1CCCO1)c1cc(Cl)c(Cl)cc1Cl (stereo not drawn)	1	-16	8	1	-3	-10	-4	-1	nt
Cc1cc(O)ccc1N/C=C(\C#N)c1nc2ccccc2o1	53*	-4[fluorescence artefact?]	18	7	1	2	0	60	-3
Cc1ccc(NC(=O)CCNS(=O)(=O)c2cccc3nonc23)cc1Cl	-1	-6	12	2	1	29	-7	1	5
Cc1cc(C)nc(SCC(=O)OCC(=O)Nc2nc3ccccc3s2)n1	-1	5	-3	-4	3	1	-3	-2	-5
Nc1ccc(Cl)c(NC(=O)c2cccs2)c1	0	1	-11	-7	-2	1	-10	-4	-1
Fc1ccccc1CSc1ncnc2sc3c(c12)CCCC3	1	-24[fluorescence artefact?]	-2	-1	-2	0	-6	1	-23
COc1ccc(N2CC(NC(=O)N3CCN(c4ccccc4)CC3)CC2=O)cc1 (stereo not drawn)	0	0	6	-7	2	9	-5	-3	-3
CCOc1ccc(-c2nnc(N)s2)cc1	0	1	14	4	-2	1	2	0	14
CCOC1=NN(c2ncc(C(F)(F)F)cc2Cl)C(=O)/C1=C/N(C)C	1	-9	5	2	3	20	-4	4	2
Nn1c(SCc2cccc(Br)c2)nnc1-c1cccnc1	-1	-9	-4	-12	-3	1	-7	-2	2
O=C(Cn1c(=O)oc2ccccc21)NC(=O)NCc1ccco1	2	-2	12	6	-2	1	-9	3	-9
O=C(CSCc1ccc([N+](=O)[O-])cc1)NC1CC1	-2	-7	9	4	-3	1	2	-1	-4
CCCOc1ncnc2c1[nH]c1ccc(C)cc12	-2	3	2	6	-1	21	-4	0	4
C[N+]1(CCn2ccc3ccccc32)CCCCC1	-2	-2	8	0	-3	17	2	9	4
CCOC(=O)c1ccc(N2C(=O)C(O)=C(C(C)=O)C2c2ccccn2)cc1 (stereo not drawn)	-1	8	17	6	5	0	5	0	-23
CCOc1ccc(N2C(=O)C3C(c4ccccc4F)NN(C(=O)c4ccc(C)cc4)C3C2=O)cc1 (stereo not drawn)	-2	-1	7	3	1	-2	0	0	-12
COC/C=C/C1=CC2=CC(=O)C(C)(OC(=O)c3cnc4ccccc4n3)C(=O)C2=CN1C(CO)CO (stereo not drawn)	0	-8	9	2	nt	23	-6	-2	2
Cc1noc(C)c1C(=O)N1CCC(C(=O)c2ccccc2)CC1	0	-2	6	-1	-2	2	0	-10	-4
Cc1occc1C(=O)NNC1=CC(=O)CC(C)(C)C1	2	-21	12	2	1	-4	-9	0	-20
CC1=C(C(=O)OCc2ccccc2)C(c2ccccc2OC(F)F)NC(=O)N1 (stereo not drawn)	-3	-1	7	-1	-3	4	1	3	-5
CCOC(=O)c1c(CN2CCC(C)CC2)oc2ccc(OC)cc12	-4	40	8	6	-1	1	2	4	-2
COc1ccc(-n2c3nc4ccccc4nc3c3c(=N)oc(C)nc32)cc1	66*	-5	8	4	-1	28	-2	129*	-4
CC(=O)Nc1cccc(OCC(=O)NC(C)C(C)C)c1 (stereo not drawn)	4	-5	15	-1	0	-2	1	-4	-3
Cc1ccc(C)c(C(=O)NCCN(C)C)c1	2	2	-9	-16	-2	1	-6	-2	1
CC1=CC(C)C2(CO)COC(c3ccc(O)cc3)C1C2C (stereo not drawn)	0	-16	2	-2	-1	1	5	-2	-6
c1ccc(-c2ccccc2-c2nc(-c3ccncc3)no2)cc1	-2	9	-12	0	-2	0	0	0	7
CCN1C(=O)[C@H]2[C@H]3[C@H](O)[C@H](O)C/C(=N\O[C@H](C)c4cn([C@H](CO)Cc5ccccc5)nn4)[C@@H]3CC[C@H]2C1=O	-2	-8[fluorescence artefact?]	15	8	2	-6	3	-3	-4
Cc1cc(C(=O)NCCCC(=O)O)c(C)o1	-1	-25[fluorescence artefact?]	15	8	0	-1	9	0	9
CC1(c2ccc(OC(F)F)cc2)NC(=O)N(CC(=O)Nc2ccc(S(N)(=O)=O)cc2)C1=O (stereo not drawn)	0	-2	-1	-6	-1	19	9	1	-6
Cc1ccc(CNc2oc(COc3ccccc3Cl)nc2C#N)cc1	1	-5	-25	-4	0	1	1	24	23
Cc1nnsc1C(=O)NNS(=O)(=O)c1cc(C(F)(F)F)cc(C(F)(F)F)c1	2	-5	9	2	-1	2	1	0	-2
Cc1nc(C)c(CCNC(=O)c2ccccc2Br)s1	6	-2[fluorescence artefact?]	3	-2	-1	3	-9	-1	3
CNC(=O)COC(=O)COc1ccc2c(C)cc(=O)oc2c1	0	4	9	0	-2	1	1	-2	3
COc1ccc(S(=O)(=O)NC(Cc2cnc[nH]2)C(=O)O)cc1 (stereo not drawn)	2	-4	-8	-2	0	4	-14	2	-27
COC(=O)c1cc2c(N)c(C(=O)c3ccc(Cl)cc3)sc2nc1C(OC)OC	-32	7	11	3	-3	-19	4	-51	7
O=C1c2ccccc2NC(c2ccccc2O)N1NS(=O)(=O)c1ccccc1 (stereo not drawn)	0	-14	2	-6	-3	25	-12	2	-4
CC(C)(C)[C@@H]1C=C(C(=O)O)O[C@H](OCc2ccc(CO)cc2)C1	2	-1	6	2	4	2	-8	-1	-3
COc1ccc(N2CCN(c3cnc4ccccc4n3)CC2)cc1	-1	46	2	-4	-2	2	-4	7	-7
COc1ccc(NC(C)=O)cc1NC(=O)CSc1nnc(-c2ccc(F)cc2)n1N	-2	12[fluorescence artefact?]	9	1	2	0	0	2	-15
Cc1ccc(C(=O)Nc2nc(C)c(C)s2)o1	4	12[fluorescence artefact?]	20	4	3	1	-1	2	-4
COC(=O)C(Cc1ccccc1)NC(=O)COc1ccc(C(C)(C)C)cc1 (stereo not drawn)	-15	1	9	-2	5	-19	-2	-9	-3
Cc1ccc(C)c(S(=O)(=O)N2CCN(CC(=O)NC(=O)NCc3ccco3)CC2)c1	-1	-8	2	-3	-4	4	-10	1	-6
CCOC(=O)c1c(NC2=NS(=O)(=O)c3ccccc32)sc2c1CCCCC2	-2	-2	6	5	0	1	-7	1	8
Cc1ccsc1C(=O)OC1CCOC1=O (stereo not drawn)	0	1	13	-13	-4	-8	2	3	-5
CC(=O)NC(CC(=O)N(C)Cc1c(F)cccc1Cl)c1ccccc1 (stereo not drawn)	-3	-5	-2	-3	-3	20	-14	4	-1
CCOc1ccccc1C(=O)NC1CC2CCCC(C1)N2Cc1nnnn1Cc1ccco1 (stereo not drawn)	11	8	25	15	1	0	0	0	1
COC(=O)C(CC(C)C)NC(=O)CSc1nc(-c2ccccc2)c(C#N)c(=O)[nH]1 (stereo not drawn)	1	27	-2	10	0	-1	1	1	8

Structural class, those above with a furan ring, fused or not.
SMILES	Runt-CBFb FRET	14-3-3 Bad PPI	FXIIa inh 1536	FXIa inh	Wee1 degr inh	Hck-Nef inh	thrombin 1536	Runt-SMMHC FRET	hK5 inh
O=C(Cn1c(=O)oc2ccccc21)NC(=O)NCc1ccco1	2	-2	12	6	-2	1	-9	3	-9
Cc1occc1C(=O)NNC1=CC(=O)CC(C)(C)C1	2	-21	12	2	1	-4	-9	0	-20
CCOC(=O)c1c(CN2CCC(C)CC2)oc2ccc(OC)cc12	-4	40	8	6	-1	1	2	4	-2
Cc1cc(C(=O)NCCCC(=O)O)c(C)o1	-1	-25[fluorescence artefact?]	15	8	0	-1	9	0	9
Cc1ccc(C(=O)Nc2nc(C)c(C)s2)o1	4	12[fluorescence artefact?]	20	4	3	1	-1	2	-4
Cc1ccc(C)c(S(=O)(=O)N2CCN(CC(=O)NC(=O)NCc3ccco3)CC2)c1	-1	-8	2	-3	-4	4	-10	1	-6
CCOc1ccccc1C(=O)NC1CC2CCCC(C1)N2Cc1nnnn1Cc1ccco1 (stereo not drawn)	11	8	25	15	1	0	0	0	1

Record cards, as listed above. Screens in order: Runt-CBFb FRET | 14-3-3 Bad PPI | FXIIa inh 1536 | FXIa inh | Wee1 degr inh | Hck-Nef inh | thrombin 1536 | Runt-SMMHC FRET | hK5 inh
`CC(=O)NC(CC(=O)N(C)Cc1c(F)cccc1Cl)c1ccccc1` (stereo not drawn) is listed as -3 | -5 | -2 | -3 | -3 | 20 | -14 | 4 | -1
`CCOC(=O)c1c(NC2=NS(=O)(=O)c3ccccc32)sc2c1CCCCC2` is listed as -2 | -2 | 6 | 5 | 0 | 1 | -7 | 1 | 8
